LYP phosphatase = inhibitors of LYP phosphatase, biochemical, fluorescence intensity, uHTS (AID 1779); recombinant LYP phosphatase, fluorescence intensity; higher % means a stronger effect; inhibition, % at 11.5 µM, or IC50 in µM where a hit was titrated; 290,000 tested, 0.054% active;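 further: plate controls were vehicle with enzyme for no effect and no enzyme for full effect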
AID2073 = inhibitors of Mint1-CaV2.2 protein interaction, biochemical, HTRF (AID 2073); HTRF protein-protein interaction, Mint1-CaV2.2; higher % means a stronger effect; one-dose inhibition, % at 20 µM; IC50 in µM for titrated hits; 290,000 tested, 0.19% active; in the data active means inhibition mostly above about 51%, no sharp cut-off; further: some results filed as inactive read as strong as hits
human PMI inhibition = MPI enzyme activity inhibition – biochemical, fluorescence intensity, coupled assay, primary screen (AID 1209). 190,000 tested, 0.42% active. inhibition, % at 20 µM; hits with a dose series show IC50 in µM. purified PMI enzyme, coupled fluorescence intensity; higher % means a stronger effect;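 further: plate controls were DMSO vehicle for no effect and wells lacking substrate for full effect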
M17LAP inhibition = P. falciparum M17LAP inhibitors, primary screen, biochemical, fluorogenic H-Leu-NHMec substrate, 1536-well (AID 1619); recombinant M17LAP, H-Leu-NHMec fluorogenic kinetic assay; higher % means a stronger effect; inhibition, % at 30 µM, or IC50 in µM where a hit was titrated; 220,000 tested, 0.38% active;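 active means compound inhibiting the enzyme by more than half at any dose during confirmatory dose-response retesting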;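 further: plate controls were full reaction with DMSO carrier for no effect and no enzyme background for full effect; strong numbers were not always called active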
P. falciparum M1AAP = malaria alanyl aminopeptidase activity blockers – biochemical, fluorogenic H-Leu-NHMec substrate, 1536-well (AID 1445); inhibition, % at 30 µM, or IC50 in µM where a hit was titrated; recombinant M1AAP, H-Leu-NHMec fluorogenic kinetic assay; higher % means a stronger effect; 220,000 tested, 0.42% active;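 active means primary inhibition above the hit cutoff, then over 50% inhibition at one or more dose response concentrations, cut at about 23% in these data, passing the limit was not always enough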;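 further: plate controls were DMSO full reaction for no effect and no enzyme background for full effect; strong numbers were not always called active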
Dynein transport = blocks dynein driven cargo transport along microtubules; 220,000 tested, 0.47% active; 3617.4 mouse cells, GR-EGFP nuclear translocation imaging; test concentration mostly 20 µM; stimulated with dexamethasone, 1 µM; stronger effect = lower value; z-score, hits read low;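 active means plate z-score of nuclear minus cytoplasmic receptor signal below a set negative limit, without overly bright fluorescence or cell loss, cut at about -3.5 in these data, passing the limit was not always enough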;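 further: z-score of nuclear minus cytoplasmic ring GR-EGFP intensity difference per well; some compounds called inactive have numbers as strong as hits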
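Buffer or medium – tet-free medium with charcoal-stripped serum · Signal – automated 10x imaging of fixed Hoechst-stained cells · Also added – dexamethasone agonist, 1.0 µM final, for 30 min · Incubation – induction 48 h, compound 1 h, agonist 30 min · Read-out – GR-EGFP nuclear translocation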
XIAP antagonists = small molecules displacing peptide from XIAP – biochemical, IAP family, fluorescence polarization (AID 1018); one-dose displacement, % at 20 µM; IC50 in µM for titrated hits; 200,000 tested, 0.007% active; XIAP BIR domain, fluorescence polarization peptide displacement; higher % means a stronger effect; in the data active means displacement above about 50%; further: a part of the inactive calls stands beside numbers as strong as those of hits
human PMI inhibitors = MPI inhibition at elevated mannose 6-phosphate – biochemical, fluorescence intensity, high mannose 6-phosphate, primary screen (AID 1220); recombinant PMI enzyme, coupled fluorescence intensity; higher % means a stronger effect; inhibition, % at 20 µM; hits with a dose series show IC50 in µM; 190,000 tested, 0.66% active
Siah-1 displacement = Siah-1 peptide-binding antagonists, primary screen, biochemical, fluorescence polarization, rhodamine-plectin, uHTS (AID 1817); Siah-1 / rhodamine-plectin peptide fluorescence polarization; higher % means a stronger effect; displacement, % at 20 µM, or IC50 in µM where a hit was titrated; 290,000 tested, 0.02% active;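 active means displacement of at least 50% at 20 µM, with a fluorescence ratio check between 0.3 and a set limit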;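 further: plate controls were Siah plus tracer with DMSO for no effect and tracer alone without Siah for full effect; strong numbers were not always called active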
Dynein transport cytoplasmic EGFP = also measured in Dynein transport; calls as there; z-score; measured here: cytoplasmic GR-EGFP intensity; stronger effect = higher value
Dynein transport nuclear GR-EGFP = second read-out of Dynein transport, no call of its own (marks repeat the call); z-score; measured here: nuclear GR-EGFP intensity;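 lower value marks the stronger effect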
Dynein transport cell count = second read-out of Dynein transport, no call of its own (marks repeat the call); z-score; measured here: cell count per field
Active calls of the source: *; . = no result given. Unless noted, no stated cut-off is given here; in the data, active means inhibition above about 50%; inactive means the rest. Rows were taken by chance; 2.1% or so of the library scored in one or more.

SMILES	LYP phosphatase	AID2073	human PMI inhibition	M17LAP inhibition	P. falciparum M1AAP	Dynein transport	Dynein transport cytoplasmic EGFP	Dynein transport nuclear GR-EGFP	Dynein transport cell count	XIAP antagonists	human PMI inhibitors	Siah-1 displacement
O=C(CN(Cc1ccccc1F)C(=O)Cn1nnc(-c2cccs2)n1)NC1CCCCC1	4%	0%	12%	-2%	-5%	-0.71	-0.23	-0.61	1.9	-10%	4%	2%
CCN1CCC(NC(=O)Nc2cc(Cl)ccc2OC)CC1	0%	1%	4%	1%	1%	0.11	0.28	0.32	-0.42	-8.7%	-7%	-2%
C/C=C(/C)C(=O)OC1c2c(ccc3ccc(=O)oc23)OC(C)(C)C1OC(C)=O (stereo unspecified)	-4%	11%	2%	11%	-2%	1.1	-0.29	1.1	0.075	-5.4%	0%	8%
Cc1nnc(SCC(=O)N2CCN(c3ccccc3)CC2)n1-c1ccccc1	-9%	2%	-1%	-5%	6%	1.3	-0.048	1	-1.5	-9.2%	4%	1%
Cc1ccc(NS(=O)(=O)c2ccc(C(=O)OCC(=O)NCC3CCCO3)cc2)cc1 (stereo unspecified)	7%	-7%	-5%	4%	-5%	0.94	-0.29	0.69	-0.63	-14%	1%	-1%
COc1ccccc1N1CC(C)C(=O)NC1=S (stereo unspecified)	2%	13%	-8%	8%	5%	1.4	0.54	0.81	-0.84	-3.8%	-2%	20%
CC(=O)Nc1ccc(-c2csc(NC(=O)C3CCN(S(=O)(=O)c4cccs4)CC3)n2)cc1	-6%	12%	-4%	-10%	-1%	-0.2	-0.27	-0.46	0.14	-14%	-1%	-8%
CCCCCCCCn1c(=O)c(C(=O)OCC)c(O)c2ccccc21	-3%	-2%	0%	9%	2%	-0.45	-0.14	-0.2	0.17	-2.2%	2%	-2%
Cc1c(NC(=O)C2(c3ccccc3)CCCC2)c(=O)n(-c2ccccc2)n1C	0%	1%	5%	2%	7%	0.26	-0.17	0.23	-0.48	0.9%	2%	1%
Cn1cnc2cc(NCc3cccs3)ccc21	-7%	5%	11%	20%	-1%	1.5	-0.13	0.79	-1.2	-4.2%	30%	4%
NC1=NC(c2ccc(F)cc2)n2c(nc3ccccc32)N1 (stereo unspecified)	-4%	-1%	2%	18%	14%	-0.15	-0.32	0.086	0.1	3.2%	6%	-2%
COc1ccc(C2CC(=O)C3=C(C2)Nc2ncnn2C3c2ccccc2C)c(OC)c1 (stereo unspecified)	-5%	-4%	14%	-2%	3%	-0.3	-0.17	0.17	-0.4	-3.6%	15%	0%
O=C(Cn1c(=O)oc2cc(S(=O)(=O)N3CCCC3)ccc21)NC1CCCc2ccccc21 (stereo unspecified)	-6%	11%	4%	-1%	-3%	-0.48	-0.21	0.021	0.52	-4.5%	2%	-4%
CCC(C)NC(=O)c1ccccc1NC(=O)/C(=C/c1ccc(OC)cc1)c1ccccc1 (stereo unspecified)	0%	13%	21%	13%	-5%	-0.47	-0.3	-0.53	0.95	-2.4%	13%	9%
O=C1ON=C(c2ccccc2)/C1=C/c1ccco1	-7%	40%	-24%	20%	16%	-0.62	0.091	0.21	1.1	-8.0%	-13%	-2%
O=C(O)CCCCCCCCCC(=O)c1cccs1	2%	0%	-8%	22%	12%	-0.64	-0.046	-0.065	0.27	-1.1%	-11%	-1%
CSc1cccc(CN2CCC(CO)(Cc3ccccc3)CC2)c1	-3%	-7%	8%	8%	3%	-0.84	-0.29	-0.46	0.54	-2.4%	-2%	-3%
COc1ccc(OC)c(NC(=O)C2CCCN(S(=O)(=O)c3cccc4nonc34)C2)c1 (stereo unspecified)	0%	-3%	-4%	0%	1%	-0.24	-0.32	0.06	0.24	-11%	-5%	1%
Cc1cc2ccccc2n1CCNC(=O)Cc1ccccc1	-2%	4%	4%	7%	10%	-0.94	-0.2	-0.35	0.47	-5.0%	5%	6%
Cc1ccnc(NC(c2ccsc2)c2ccc3ccc(C)nc3c2O)c1 (stereo unspecified)	6%	15%	15%	0%	-19%	0.47	-0.25	0.37	0.2	-0.1%	7%	-5%
Cc1ccc(C(=O)NN(CCC(=O)NC(C)(C)C)C2=NS(=O)(=O)c3ccccc32)cc1	-3%	3%	13%	9%	4%	0.31	-0.24	0.28	0.51	-2.1%	-2%	0%
CC12C=CC3(O1)C(C(=O)N1CCCOC13)C2C(=O)O (stereo unspecified)	-4%	4%	.	-4%	1%	0.61	-0.26	0.92	-0.74	-6.4%	.	-4%
CC(C)c1ccc(NC(=S)NNC(=O)c2cccs2)cc1	-2%	-3%	4%	2%	0%	0.11	0.56	0.48	-0.37	-3.8%	5%	-2%
O=C(C1CC(c2ccccc2O)=NO1)N1CCCC1 (stereo unspecified)	-1%	15%	9%	7%	8%	-0.045	-0.27	-0.23	0.83	-2.7%	7%	-4%
CCS(=O)(=O)N1CCC(C(=O)NCc2ccc(F)cc2Cl)CC1	1%	-5%	1%	3%	3%	-0.056	-0.04	-0.18	0.2	-22%	-1%	3%
COc1ccccc1NC(=O)Cn1nnc(-c2ccccc2NS(=O)(=O)c2ccccc2)n1	1%	0%	21%	2%	6%	0.98	-0.24	0.78	-1.3	-0.4%	14%	-1%
CCCS(=O)(=O)N1CCCC(c2nc(-c3ccc(OC)cc3)no2)C1 (stereo unspecified)	2%	16%	-7%	1%	2%	-0.086	0.016	0.29	-0.32	-8.3%	-8%	4%
O=C(NCCN1CCc2ccccc2C1)Nc1ccc(F)cc1	-3%	4%	13%	2%	5%	0.39	-0.14	0.56	-0.3	-2.9%	24%	9%
O=C(O)c1cccc(-c2ccc(/C=c3/sc4nc5ccccc5n4c3=O)o2)c1	28%	27%	.	18%	8%	1.5	5	1.5	-2.6	.	.	14%
CC(=O)N=C1SC2CS(=O)(=O)CC2N1c1ccccc1Cl (stereo unspecified)	-3%	3%	8%	2%	-1%	-0.97	0.58	-0.26	0.38	3.0%	15%	4%

The last four compounds of the section before open the next one:
SMILES	LYP phosphatase	AID2073	human PMI inhibition	M17LAP inhibition	P. falciparum M1AAP	Dynein transport	Dynein transport cytoplasmic EGFP	Dynein transport nuclear GR-EGFP	Dynein transport cell count	XIAP antagonists	human PMI inhibitors	Siah-1 displacement
CCCS(=O)(=O)N1CCCC(c2nc(-c3ccc(OC)cc3)no2)C1 (stereo unspecified)	2%	16%	-7%	1%	2%	-0.086	0.016	0.29	-0.32	-8.3%	-8%	4%
O=C(NCCN1CCc2ccccc2C1)Nc1ccc(F)cc1	-3%	4%	13%	2%	5%	0.39	-0.14	0.56	-0.3	-2.9%	24%	9%
O=C(O)c1cccc(-c2ccc(/C=c3/sc4nc5ccccc5n4c3=O)o2)c1	28%	27%	.	18%	8%	1.5	5	1.5	-2.6	.	.	14%
CC(=O)N=C1SC2CS(=O)(=O)CC2N1c1ccccc1Cl (stereo unspecified)	-3%	3%	8%	2%	-1%	-0.97	0.58	-0.26	0.38	3.0%	15%	4%
Cc1ccnc(SCc2cn3c(C)cc(C)nc3n2)n1	-7%	-9%	-2%	-2%	4%	-0.1	-0.27	0.4	0.48	-6.9%	-2%	0%
CCOC(=O)CSc1nnc(-c2ccccc2OC)o1	-6%	-1%	5%	7%	5%	-0.29	-0.27	-0.047	0.43	0.6%	-1%	4%
O=C(NCc1ccccc1Cl)C1CCCN(c2nc3ccsc3c(=O)s2)C1 (stereo unspecified)	-7%	11%	-4%	-3%	-2%	-0.66	-0.32	0.014	1.1	-2.6%	-6%	18%
Cc1nc2[nH]onc2c2nccc(=O)c12	-2%	25%	-1%	-86%	0%	0.47	-0.23	0.043	0.43	-7.2%	-9%	-1%
CCN(CC)S(=O)(=O)c1ccc(C)c(NC(=O)CN2CCN(Cc3ccccc3)CC2)c1	-8%	6%	.	-5%	-1%	3	0.0077	2.5	-2.4	.	.	3%
O=C(CSC(=S)N1CCCCC1)Nc1ncc2c(n1)CC(c1ccco1)CC2=O (stereo unspecified)	-6%	-22%	.	2%	7%	-0.19	-0.28	-0.36	0.76	.	.	-3%
O=C(CCCCl)OCc1cn(-c2ccc(Cl)cc2)nn1	-3%	1%	-8%	10%	9%	-1	-0.12	-0.79	0.71	-2.7%	-2%	0%
Cc1ccc(-c2nc3ccsc3c(=O)o2)cc1	0%	10%	10%	-5%	-2%	-0.3	-0.16	0.69	0.28	-5.5%	17%	0%
CC(C)n1c(N2CCN(C(=O)NCc3ccccc3)CC2)nc2ccccc21	-2%	0%	8%	-6%	-5%	-0.86	-0.22	-0.2	0.31	-5.9%	15%	-1%
Cc1cc2nc(C3CCN(CC4COc5ccccc5O4)CC3)[nH]c2cc1C (stereo unspecified)	-10%	2%	6%	8%	14%	-0.48	-0.13	0.0066	-0.25	-2.6%	18%	3%
CCN(CC)c1ccc(NC(=O)c2ccc(Cl)nc2)cc1	-11%	-33%	2%	8%	8%	-0.074	-0.19	-0.12	-0.5	-6.0%	7%	-4%
CCOc1nc(-c2ccc(OC)cc2)ccc1-c1noc(-c2ccncc2)n1	-5%	35%	0%	.	.	.	.	.	.	-3.2%	8%	-2%
CCN1CCC2(CC1)N=C(c1ccc(F)cc1)C(=S)N2	-4%	-2%	8%	9%	-3%	1.5	-0.16	1.1	-0.92	-4.8%	14%	-6%
COCCNC(=O)c1cc(S(=O)(=O)N2CCOCC2)ccc1SCc1cccc(OC)c1OC	-8%	-6%	1%	2%	8%	1.1	-0.21	0.88	-0.84	-1.2%	-1%	7%
CN(c1cnn(-c2ccccc2)c(=O)c1Cl)n1cccc1	-1%	3%	.	0%	2%	-0.13	-0.27	0.0005	0.39	.	.	-7%
Cc1ccc(OCC(=O)N2CCOCC2)cc1C	-10%	5%	9%	18%	3%	-0.68	-0.26	-0.62	1	-3.2%	10%	0%
Cc1cccc(C(=O)NCC(c2ccc(F)cc2)N2CCOCC2)c1 (stereo unspecified)	-10%	10%	-7%	-3%	-1%	0.93	-0.33	0.77	-0.49	-6.7%	-6%	-4%
Nc1nc(Nc2ccccc2F)nc(NCCO)c1[N+](=O)[O-]	2%	-3%	.	18%	5%	-0.094	-0.26	0.064	0.46	.	.	3%
COC(=O)C1C2C=CC3(CN(c4ccc(Cl)c(F)c4)C(=O)C13)O2 (stereo unspecified)	-3%	3%	5%	-5%	3%	0.2	-0.25	0.43	0.24	-4.2%	1%	0%
Cc1snc(S(=O)(=O)Cc2c(Cl)cccc2Cl)c1C#N	1%	-9%	7%	13%	-1%	0.86	-0.17	0.71	-0.52	-2.0%	5%	-2%
CCOC(=O)Cn1c(=O)c2c(nc(Br)n2Cc2ccccc2Cl)n(C)c1=O	-3%	4%	1%	5%	15%	0.18	-0.2	-0.18	0.21	-1.4%	0%	4%

Screening data from PubChem BioAssay.
